AmpC inh no detg: AmpC beta-lactamase inhibition without detergent. P00811. 330,000 tested, 0.52% active. AmpC nitrocefin hydrolysis, absorbance 480 nm, 0.0001% Triton. Potency, µM (doses to about 57.1 µM), for inactives: at the highest dose activity change, negative = inhibition, most hits filed as inhibitors;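 also: potency is read from the fitted curve at half-maximal effect; plate controls were no compound for no effect and no enzyme for full effect; nearly all actives have a fitted effect of over 20% in size; some results filed as inactive show a strong effect at the top dose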
Target sequence (P00811 whole entry, looked up): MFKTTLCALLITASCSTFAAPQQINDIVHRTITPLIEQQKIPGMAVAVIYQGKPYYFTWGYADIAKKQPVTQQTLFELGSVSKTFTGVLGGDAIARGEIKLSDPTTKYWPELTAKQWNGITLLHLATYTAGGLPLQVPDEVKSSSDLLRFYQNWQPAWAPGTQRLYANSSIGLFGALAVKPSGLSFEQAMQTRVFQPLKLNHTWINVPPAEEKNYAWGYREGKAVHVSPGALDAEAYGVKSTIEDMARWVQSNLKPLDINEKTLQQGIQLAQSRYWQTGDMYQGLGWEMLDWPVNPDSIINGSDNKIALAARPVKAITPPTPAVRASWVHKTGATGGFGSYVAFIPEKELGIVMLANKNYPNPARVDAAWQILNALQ
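AmpC (5.3 nM in the dispensed reagent) in 20 mM phosphate pH 7.0 with 0.01% (detergent screen) or 0.0001% Triton X-100 was preincubated with compounds for 15 min at room temperature. Nitrocefin was then added from an 800 uM solution, and hydrolysis was followed at 480 nm.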
CHX counter: counter-screen hit for Shiga toxin inhibitors, cycloheximide; cell reporter, cycloheximide protein synthesis inhibition counterscreen; max response, %; 300,000 tested, 12% active; AID 2314; in the data active = max response mostly above about 13%, no sharp cut-off; inactive = mostly below about 14%; also: read at 38.3 µM for the half of the compounds with a filed dose; 0% is about no effect
LmPK inh: inhibitors of Leishmania mexicana pyruvate kinase. Q27686. purified LmPK, Kinase-Glo ATP luminescence, 1 h. Potency, µM (highest dose often 57.5 µM), inactives show top-dose activity change, negative = inhibition, actives largely listed as inhibitors. 290,000 tested, 0.37% active. AID 1721; also: potency is read from the fitted curve at half-maximal effect; % is scaled to controls: 0 for no effect and ±100 for the full control effect
Target sequence (Q27686 whole entry, looked up): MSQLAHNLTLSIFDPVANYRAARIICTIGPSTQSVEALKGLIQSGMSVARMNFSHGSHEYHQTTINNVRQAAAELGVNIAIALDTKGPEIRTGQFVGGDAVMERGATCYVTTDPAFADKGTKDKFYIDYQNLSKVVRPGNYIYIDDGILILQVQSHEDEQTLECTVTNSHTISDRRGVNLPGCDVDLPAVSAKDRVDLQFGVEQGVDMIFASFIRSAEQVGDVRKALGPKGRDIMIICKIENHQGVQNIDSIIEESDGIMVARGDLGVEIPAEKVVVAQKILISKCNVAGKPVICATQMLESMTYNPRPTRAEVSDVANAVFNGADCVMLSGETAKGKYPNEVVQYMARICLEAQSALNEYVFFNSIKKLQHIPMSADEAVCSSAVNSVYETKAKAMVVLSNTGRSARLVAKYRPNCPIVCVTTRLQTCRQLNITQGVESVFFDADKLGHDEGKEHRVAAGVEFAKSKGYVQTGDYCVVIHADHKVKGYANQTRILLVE
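qHTS format; LmPK 0.1 nM; substrates PEP 0.5 mM and ADP 0.1 mM. One-hour room-temperature incubation, then coupled luciferase luminescence; 0.5 nM enzyme wells mark activation.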
Pf growth 96h: inhibits malaria parasite growth, 96 h; 320,000 tested, 6.9% active; Potency, µM (doses to about 28.7 µM), without a hit: at the top dose activity change, negative = inhibition, actives largely listed as inhibitors; AID 504834; P. falciparum luciferase reporter growth, 96 h; also: potency is read from the fitted curve at half-maximal effect; % is scaled to controls: 0 for no effect and ±100 for the full control effect
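Parasite growth measured via integrated firefly luciferase reporter in P. falciparum. Infected erythrocytes at 2% hematocrit, 0.05% parasitemia final were treated 96 hours at 37 C under 5% CO2, and luminescence was read.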
Pf growth 48h: inhibits P. falciparum growth in the first generation, 48 h; Potency, µM (top dose mostly 28.7 µM), for the others: at the top dose activity change, negative = inhibition, most hits filed as inhibitors; AID 504832; P. falciparum luciferase growth in erythrocytes, 48 h; 310,000 tested, 5.9% active; also: potency is read from the fitted curve at half-maximal effect; % is scaled to controls: 0 for no effect and ±100 for the full control effect
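Firefly luciferase activity from engineered P. falciparum reports growth; inhibitors lower the luminescent signal. Cultures contained 2% hematocrit erythrocytes at 0.1% final parasitemia.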
Tb PYK inh: blocks Trypanosoma brucei pyruvate kinase; TbPYK enzyme, Kinase-Glo Plus ATP luminescence, 45 min; Potency, µM (series often up to 76.8 µM), for inactives: at the highest dose activity, negative = inhibition, hits mostly inhibitors; 410,000 tested, 0.12% active; AID 624173; also: potency is read from the fitted curve at half-maximal effect; % is scaled to controls: 0 for no effect and ±100 for the full control effect; nearly all actives have a fitted effect of over 50% in size
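Glycolytic pyruvate kinase of T. brucei was incubated with substrate, test compound and 130 uM ADP for 45 minutes at room temperature. Luminescent Kinase-Glo Plus signal was measured after 10 minutes.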
Shiga inhibitor: inhibitors of Shiga toxin in Vero cells. Vero cells, Shiga toxin protein synthesis inhibition reporter. inhibition, % at 38.7 µM. 290,000 tested, 9.2% active; in the data active = inhibition mostly above about 28%, no sharp cut-off; inactive = mostly below about 43%; also: 0% is about no effect
* = called active by the depositor; ? = inconclusive; / = no result given; & = joins results of further samples; [ ] = remark or other dose. Unless noted, calls follow the shape of the dose curve; as a rule, active = well fitted curve in the direction sought with a large enough effect; inconclusive = small, poorly fitted or top-dose-only effect, or another doubt; inactive = no such curve, though single readings can be large; an effect the other way counts as inactive or inconclusive.

SMILES	AmpC inh no detg	CHX counter	LmPK inh	Pf growth 96h	Pf growth 48h	Tb PYK inh	Shiga inhibitor
COc1ccc(N2C(=O)CC(NC3CC3)C2=O)cc1 (stereo not drawn)	-8%	5	1%	38%[activator]	0%	7%	-2
CCc1cccc(C)c1NC(=O)CCCN1C(=O)CN(C)C1=O	-4%	/	/	-25%	-17%	1%	/
COc1ccc(OC)c(/C=C/C(=O)NCCc2nc3ccccc3[nH]2)c1	-10%	-2	2%	?	?	2%	17
CCc1ccc(CN2CCCC(C(=O)N3CCCCC3)C2)cc1 (stereo not drawn)	-9%	-2	-2%	-2%	0%	15%	-7
O=C(Nc1nccs1)[C@@H]1CCCN1S(=O)(=O)c1ccccc1F	-16%	/	/	-1%	?	-4%	/
CCc1ccc2c(CN(CC)Cc3nc4ccccc4c(=O)[nH]3)cc(=O)oc2c1	-47%	4	1%	82%[activator]	?	6%	6
Cc1ccc(CN2CCN(CC(=O)N/N=C/c3c[nH]c4ccccc34)CC2)cc1	-6%	0	7%	8%	3%	1%	-5
Cc1sc(NC(=O)CSc2nc(O)cc(=O)[nH]2)nc1-c1ccccc1	-43%	-2	12%	-24%	58%[activator]	-16%	-7
CC(=O)c1cccc(OC(=O)c2ccc3c(=O)n4c(nc3c2)CCC4)c1	18%	/	/	?	41%[activator]	3%	/
O=C(Nc1ccccc1N1CCCCC1)c1ccc2nccnc2c1	49%	-1	1%	2%	-2%	-7%	-15
CCC(C)[C@H](NC(=O)OC(C)(C)C)C(=O)N/N=C/c1cccc2nccnc12 (stereo partly drawn)	-6%	9	13%	/	?	6%	-4
COc1ccc(CNC(=O)C(C)OC(=O)c2cccs2)cc1 (stereo not drawn)	-12%	-5	5%	-6%	32%[activator]	-2%	-5
COC(=O)c1ccc(COC(=O)CNC(=O)c2cccc(OC)c2)o1	-19%	/	/	6%	17%	-7%	/
Cc1cc(C)cc(C(=O)NC(CC(N)=O)c2ccc(N3CCN(c4ccccc4)CC3)c([N+](=O)[O-])c2)c1 (stereo not drawn)	-6%	-2	2%	31%	-18%	6%	-11
COc1cc(NS(=O)(=O)c2ccc(NC(=S)Nc3ccccc3)cc2)nc(OC)n1	2%	1	-7%	-13%	-7%	-2%	-18
CCOC(=O)c1cnn(-c2ccc(NS(=O)(=O)c3ccc(Cl)cc3)cc2)c1C(F)(F)F	-35%	-3	6%	-4%	-2%	1%	5
S=C(NCc1ccco1)N1CCN(Cc2ccco2)CC1	2%	-3	-7%	70%[activator]	4%	10%	-16
CCCc1cc(=O)[nH]c(SCC(=O)Nc2ncc(S(=O)(=O)c3ccc([N+](=O)[O-])cc3)s2)n1	-47%	-2	4%	?	23%	-2%	-4
Cc1ccc(-c2nn(-c3ccccc3)cc2/C=C/C(=O)Nc2cccc(S(N)(=O)=O)c2)cc1	-50%	7	5%	?	?	0%	19
CC1(C)Cc2c(c(N3CCOCC3)nc3sc(-c4ccc(C(=O)O)o4)c(N)c23)CO1	-3%	-1	4%	100%[activator]	12µM*	-8%	9
Cc1cc(NCCCN(C)C)n2nc(-c3cccs3)cc2n1	-9%	4	4%	-100%	?	-1%	6
O=C(COc1ccc(F)cc1)Nc1nnc(C2CC2)s1	-29%	/	/	33%[activator]	13%	-3%	/
CCOc1ccc(C)cc1-n1nc2ccccc2n1	-7%	20*	-3%	?	20%	4%	19
COc1ccccc1NC(=O)C1C2C=CC(O2)C1C(=O)O (stereo not drawn)	-4%	7	-1%	?	7%	/	33
CCN1CCC2(CC1)N=C(c1ccc(F)cc1)C(=S)N2C(=O)c1ccc(C(C)(C)C)cc1	-1%	5	-3%	-12%	17%	?	6

New compounds follow:
SMILES	AmpC inh no detg	CHX counter	LmPK inh	Pf growth 96h	Pf growth 48h	Tb PYK inh	Shiga inhibitor
Fc1ccc(C2=CC(c3ccc(Br)o3)n3ncnc3N2)cc1 (stereo not drawn)	-49%	-1	-1%	37%[activator]	-7%	-16%	-5
Cc1ccc(S(=O)(=O)Cc2ccc(C(=O)N3CCC(C)CC3)cc2)cc1	39%[activator]	-1	-8%	6%	-7%	-6%	-28
CCOc1ccccc1NC(=O)Nc1cc(OC)ccc1OC	-14%	2	6%	/	47%[activator]	2%	-5
Cc1cccc(/N=C/c2c(O)[nH]c3ccccc23)n1	8%	46*	-22%	?	116%[activator]	-1%	92*
Cn1nc(C(F)(F)F)c(-c2ccccc2)c1N	-3%	-3	2%	31%[activator]	93%[activator]	1%	-14
COc1ccccc1CCC(=O)OCC(=O)Nc1ccc(S(N)(=O)=O)cc1	-4%	5	4%	137%[activator]	22%	1%	-1
Brc1ccc(-c2cn3c(n2)SCC3)cc1	-9%	35*	0%	-14%	197%[activator]	-3%	100*
Cc1ccc(S(=O)(=O)NNC(=O)C2COc3ccccc3O2)cc1 (stereo not drawn)	-15%	-1	0%	11%	8%	-1%	-8
COCCn1c(C)cc(C(=O)COC(=O)c2ccc(Br)o2)c1C	31%	29*	0%	31%[activator]	253%[activator]	2%	55*
O=C(Cn1c(=O)oc2ccccc21)Nc1ccccc1N1CCOCC1	-20%	2	-1%	18%	13%	-3%	-2
COc1ccc(N2CC(NC(=O)c3ccc4ccccc4c3)CC2=O)cc1OC (stereo not drawn)	?	/	/	-7%	-6%	-5%	/
Cc1cccc(Oc2ncnc3onc(C)c23)c1	0.79µM*	-2	0%	-15%	1%	-7%	7
Cc1nc2c(C#N)cnn2c2c1CCN(Cc1ccccc1)N2C	-1%[2.29 µM]	-5	-2%	?	?	-3%	-11
COC(=O)CSc1nnc(-c2ccc(S(=O)(=O)N3CCCCC3)cc2)o1	-19%	1	1%	2%	16%	1%	14
Cc1cccc(N(C(=O)Cc2cccs2)C(C(=O)NCc2ccco2)c2ccncc2)c1 (stereo not drawn)	41%[activator]	8	11%	?	9%	6%	3
CCc1ccc(C(C(=O)NC2CCCCC2)N(C(=O)c2csnn2)C2CC2)cc1 (stereo not drawn)	-3%	2	8%	-3%	-23%	-7%	-9
O=C(O)c1ccc(Cn2c(=S)[nH]c3cc(Cl)ccc3c2=O)cc1	-32%	-3	-9%	20%	12%	-17%	3
NC(=O)c1ccccc1C[C@H](C(=O)O)N1C(=O)c2ccc(C(=O)O)cc2C1=O	-4%	-7	/	12%	7%	/	-7
O=c1cc(CN2CC=C(c3ccccc3)CC2)c2c(ccc3ccccc32)o1	-56%	2	2%	7%	19%	6%	-4
COc1ccc(C)cc1NC(=O)C1CCCN1S(=O)(=O)c1ccccc1F (stereo not drawn)	-9%	/	/	0%	?	0%	/
COC(=O)c1c(NC(=O)COC(=O)CCNS(=O)(=O)c2ccccc2)sc(C)c1C	-5%	1	-4%	5%	-1%	8%	-5
Cc1cccc(C)c1NC(=O)CCN1C(=O)C2C3CCC(C3)C2C1=O (stereo not drawn)	-12%	1	-5%	-1%	-12%	5%	-17
Cc1cc(C)c(OCCOCCN2CCN(C)CC2)c(Cl)c1	-4%	2	-9%	?	-25%	-2%	-5
OC(COc1ccc2cc(Br)ccc2c1)Cn1ccnc1 (stereo not drawn)	48%	11	1%	79%[activator]	-22%	?	26
CC(=O)C(N=Nc1ccccc1)(Sc1nnc(-c2ccccc2)n1-c1ccccc1)C(=O)Nc1ccccc1 (stereo not drawn)	-17%	1	-1%	12µM*	13µM*	8%	-21

Further compounds
SMILES	AmpC inh no detg	CHX counter	LmPK inh	Pf growth 96h	Pf growth 48h	Tb PYK inh	Shiga inhibitor
COc1ccc(C(=O)N/C(=C\c2ccccc2)C(=O)NC(CCSC)C(=O)O)cc1 (stereo not drawn)	-19%	-7	-2%	6%	17%	0%	-17
COc1cc(C2CC(c3ccccc3)=NN2c2ccccc2)ccc1OCC(=O)O (stereo not drawn)	29%	-5	-1%	?	2%	0%	-1
CCOC(=O)CNC(=O)C1c2ccccc2Oc2ccccc21	-12%	-4	-5%	?	37%[activator]	6%	1
Oc1c(Br)cccc1/C=N/Nc1c(F)c(F)c(F)c(F)c1F	-27%	6	3%	18%	22%	-7%	16
CC(C)CCn1c(N2CCN(c3cccc(Cl)c3)CC2)nc2c1c(=O)[nH]c(=O)n2C	-7%	-2	3%	-19%	2%	-6%	-1
COc1ccccc1N1CCN(C2CCCN(Cc3c(F)cccc3F)C2)CC1 (stereo not drawn)	53%	-3	1%	-62%	16%	-1%	-1
Fc1cccc(CN2CCC(Cc3ccccc3)CC2)c1	-1%	6	-1%	?	-13%	0%	3
COc1ccc(CCN2C(=O)CSC2=Nc2ccc(C(C)C)cc2)cc1OC	85%[activator]	-3	0%	?	10µM*	1%	-2
Cc1nnc(N2C(=O)C(O)=C(C(=O)c3ccco3)C2c2ccc(C(C)(C)C)cc2)s1 (stereo not drawn)	-37%	12*	-1%	43%[activator]	26%	4%	21
Cc1onc(-c2ccccc2)c1NC(=O)N(Cc1ccccc1)C(C)C	28%	-2	-2%	?	?	12%	2
COc1cccc(N2CCN(c3nc(-c4ccccc4C)cc(=O)[nH]3)CC2)c1	15%	1	0%	?	?	0%	8
O=C(COC(=O)c1ccc(Cl)c(S(=O)(=O)N2CCCC2)c1)NC1CCCC1	-6%	-4	3%	0%	-14%	-5%	-10
CC(C)Cc1nn2c(N)c(/C=C3\C=Nc4ccccc43)c(=O)nc2s1	-2%	3	-7%	?	?	1%	-6
Cc1sc2nc(SCC(=O)NCc3cccs3)[nH]c(=O)c2c1C	-45%	-3	5%	21%	6%	-5%	17
CNC(=O)OCc1cccc(COC(=O)NC)n1	-8%	-3	1%	-7%&-16%	2%&0%	-2%&2%	20
COc1ccccc1NC(=O)c1cc(S(=O)(=O)N2CCc3ccccc32)ccc1F	-10%	-3	-7%	?	-5%	-4%&2%	-5
CCOC(=O)Nc1ccc(S(=O)(=O)Nc2cc(C)on2)cc1	-15%	-2	-2%	54%[activator]	-11%	-2%	-6
Cc1ccc(-c2cc(C(=O)Nc3ccc(S(=O)(=O)N4CC(C)OC(C)C4)cc3)[nH]n2)c(O)c1 (stereo not drawn)	-8%	-1	3%	0.66µM*	0.26µM*	-1%	8

Screens deposited in PubChem BioAssay by National Center for Advancing Translational Sciences (NCATS).
